rTrxR1 inhibitor: inhibitors of rat thioredoxin reductase 1. O89049. recombinant rTrxR1, NADPH fluorescence consumption, selenite substrate. Potency, µM (top dose mostly 114 µM), for inactives: top-dose activity change, negative = inhibition, actives largely listed as inhibitors. 390,000 tested, 1% active. AID 588453; note: potency is the fitted concentration of half-maximal effect; % is set by controls: 0 for no effect and ±100 for the full control effect; nearly all actives have a fitted effect of over 65% in size
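Rat TrxR1 (90 nM in the dispensed reagent) was pre-reduced with 400 uM NADPH for 5 min at room temperature, then incubated with compound for 15 min. After 400 uM selenite was added, NADPH fluorescence (Ex 340/Em 450 nm) was followed for 8 min.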
D2 antag: antagonists of human D2 dopamine receptor | P14416 | HEK293 TREx D2 cells, calcium flux, dopamine EC80 | inhibition, % at 10 µM | 340,000 tested, 2% active; in the data active = inhibition above about 30%; note: 0% is about no effect
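Dopamine at EC80 is the agonist stimulus; test compounds precede it by 180 s. Calcium flux read kinetically in a force-coupled, inducible HEK293 T-REx D2 cell line.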
TRHR ag: agonists of human TRH receptor; TRHR cells, calcium flux fluo-8, FDSS agonist mode; AID 493084; activation, % at 2 µM; 360,000 tested, 0.18% active; P34981; in the data active = activation above about 30%; note: 0% is about no effect
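Fluo-8-loaded TRHR cells; 10 s baseline, compound added, kinetic Ca2+ fluorescence read 1/s, agonist mode.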
Pin1 inh: human Pin1 inhibition | 390,000 tested, 0.009% active | Q13526 | Potency, µM (highest dose often 115 µM), for the others: top-dose activity, negative = inhibition, hits mostly inhibitors | Pin1 FP peptide displacement, HiFluor488, 10 min; active = well fitted inhibition curve with a large enough effect in the polarisation, with a control signal flat, not every such curve was filed as active; inconclusive = small, poorly fitted or top-dose-only effect, or effect the other way, or a change in a side signal; inactive = no such curve, though single readings can be large or run the other way; the % refers to the polarisation; note: potency is the fitted concentration of half-maximal effect; % is set by controls: 0 for no effect and ±100 for the full control effect
Target sequence (Q13526 whole entry, looked up): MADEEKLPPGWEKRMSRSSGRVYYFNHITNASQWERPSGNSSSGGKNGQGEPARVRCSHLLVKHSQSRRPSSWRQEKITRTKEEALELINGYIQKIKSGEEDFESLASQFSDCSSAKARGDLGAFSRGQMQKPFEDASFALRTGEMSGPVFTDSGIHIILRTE
USP1 inh: USP1/UAF1 (human) deubiquitinase inhibition; O94782; recombinant USP1/UAF1, Ub-Rhodamine cleavage fluorescence; Potency, µM (series often up to 57.1 µM), for the others: at the highest dose activity change, negative = inhibition, most hits filed as inhibitors; 390,000 tested, 0.23% active; AID 743255; note: potency is the fitted concentration of half-maximal effect; % is set by controls: 0 for no effect and ±100 for the full control effect; nearly all actives have a fitted effect of over 60% in size; inactives centre near -12
Target sequence (O94782 whole entry, looked up): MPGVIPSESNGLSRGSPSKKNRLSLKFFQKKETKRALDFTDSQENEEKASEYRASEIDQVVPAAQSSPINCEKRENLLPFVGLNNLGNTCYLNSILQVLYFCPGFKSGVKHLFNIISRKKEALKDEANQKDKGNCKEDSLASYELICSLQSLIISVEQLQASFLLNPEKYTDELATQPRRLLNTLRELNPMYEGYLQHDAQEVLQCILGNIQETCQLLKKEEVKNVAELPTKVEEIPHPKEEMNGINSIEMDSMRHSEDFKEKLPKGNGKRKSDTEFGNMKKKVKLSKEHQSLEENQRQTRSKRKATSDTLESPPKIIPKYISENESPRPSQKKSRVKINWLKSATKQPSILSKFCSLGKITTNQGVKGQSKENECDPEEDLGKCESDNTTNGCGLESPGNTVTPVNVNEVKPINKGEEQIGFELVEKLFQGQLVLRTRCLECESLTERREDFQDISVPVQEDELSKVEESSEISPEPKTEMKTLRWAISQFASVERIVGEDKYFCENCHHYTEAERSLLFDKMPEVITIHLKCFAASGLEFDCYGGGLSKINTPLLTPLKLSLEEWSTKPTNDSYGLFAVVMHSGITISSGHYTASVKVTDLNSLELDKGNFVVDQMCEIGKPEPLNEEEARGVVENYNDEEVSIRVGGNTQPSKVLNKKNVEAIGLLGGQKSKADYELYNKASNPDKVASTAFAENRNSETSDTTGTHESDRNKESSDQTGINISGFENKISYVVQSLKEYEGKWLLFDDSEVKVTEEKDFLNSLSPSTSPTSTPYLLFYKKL
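USP1/UAF1 complex (1 nM) preincubated 15 min at room temperature with compound, then Ub-Rho substrate (150 nM final) added. Kinetic fluorescence at 480/540 nm over 6 reads at 60 s intervals; 50 mM HEPES pH 7.8, 0.5 mM EDTA, 0.1 mg/ml BSA, 1 mM TCEP, 0.01% Tween-20.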
TRHR enhancer: TRH receptor (human) allosteric enhancement; P34981; TRHR cells, fluo-8 calcium fluorescence, EC20 TRH enhancement; enhancement, % at 2 µM; 360,000 tested, 0.66% active; AID 493056; in the data active = enhancement above about 30%; note: 0% is about no effect
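Enhancer read-out: after compound pinning and an initial kinetic agonist-mode read, an EC20 of TRH (10 nM final) was injected and fluo-8 calcium signal (Ex 480/Em 530) followed at 1 s/cycle for 100 cycles in TRHR-expressing cells.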
IDH1 R132H inh: inhibitors of human mutant IDH1 R132H; 390,000 tested, 0.093% active; O75874; IDH1-R132H enzyme, NADPH consumption, diaphorase/resazurin fluorescence; Potency, µM (titrated, usually from 76.6 µM), without a hit: at the highest dose activity change, negative = inhibition, actives largely listed as inhibitors; note: potency is the fitted concentration of half-maximal effect; % is set by controls: 0 for no effect and ±100 for the full control effect; nearly all actives have a fitted effect of over 65% in size
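IDH1-R132H (0.5 ug/mL) preincubated 30 min with compound, then NADPH (0.016 mM) and alpha-KG (2 mM) added; 80 min at RT, pH 7.5. Remaining NADPH coupled via diaphorase/resazurin to fluorescence (540/590 nm); concentration-response curves normalized to no-enzyme control.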
TrxR1 substrate: rat thioredoxin reductase 1 substrate activity | purified TrxR1 substrate turnover, NADPH consumption readout | Potency, µM (doses to about 114 µM), for the others: top-dose activity change, negative = substrate turnover | 390,000 tested, 0.01% active | AID 588456; note: potency is the fitted concentration of half-maximal effect; % is set by controls: 0 for no effect and ±100 for the full control effect; nearly all actives have a fitted effect of over 50% in size
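Rat TrxR1, dispensed at 90 nM, was prereduced with 400 uM NADPH (final) for 5 min at ~22 deg C, then incubated with compound 15 min before 400 uM selenite. A first-read NADPH fluorescence drop versus no-compound background flagged substrates.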
D2 agonist: D2 dopamine receptor (human) agonism | P14416 | HEK293 T-REx D2 cells, calcium flux agonist mode | activation, % at 2 µM | 340,000 tested, 0.53% active | AID 485358;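 active = activation over 3 SD above normal in the single-dose calcium agonist read, cut at about 30% in these data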; note: 0% is about no effect
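HEK293 Trex D2 cells, tetracycline-induced, o/n 30 C 5% CO2; no-wash Ca dye, RT 30–90 min; 10-cycle baseline, 23 nl cpd added, kinetic Ca read 180 s; agonist hits = positive Ca response.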
Starred values were filed as active, the others as inactive; ? = inconclusive; · = not tested or not shown; [ ] = another dose, or the depositor's remark. Unless noted, calls come from the whole dose curve; as a rule, active = well fitted inhibition curve with a large enough effect; inconclusive = small, poorly fitted or top-dose-only effect; inactive = no such curve, though single readings can be large or run the other way. An excerpt; the hit share may differ from the screen's.

Each structure is followed by: rTrxR1 inhibitor, D2 antag, TRHR ag, Pin1 inh, USP1 inh, TRHR enhancer, IDH1 R132H inh, TrxR1 substrate, D2 agonist
1) CCCCCCCCOC(=O)c1cc([N+](=O)[O-])c(Sc2ncnc3nc[nH]c23)c([N+](=O)[O-])c1
  40µM*, ·, ·, -16%, ?, ·, 2%, -7%, ·
2) COc1ccc(NC(=O)CN(C)C(=O)C2=COCCO2)cc1
  -2%, -3, 0.1, 1%, 0%, 7, 2%, -5%, 0.5
3) CCC1(c2ccc(F)cc2)NC(=O)NC1=O (stereo unspecified)
  4%, 1, -0.3, -9%, -18%, -4, 4%, -2%, 0.2
4) C=CCNc1nc(C(=O)OCC(=O)c2ccc(OC)cc2OC)cs1
  9%, -5, -1.4, 2%, -21%, -2, 2%, -5%, -0.8
5) Cc1ccnc(N/N=C/c2ccccc2)n1
  -4%[57.1 µM], 12, 1.0, -10%, -13%, 5, 3%, -1%[57.1 µM], 0.1
6) N#Cc1nc(-c2ccccc2)oc1NCCCn1ccnc1
  8%, ·, 0.0, -3%, -16%, -1, -3%, 131%[activator], ·
7) COc1ccc(S(=O)(=O)N/N=C(/C)c2ccco2)cc1
  -24%, -16, 1.6, 3%, -10%, 2, -6%, -6%, 0.5
8) COc1cccc(-c2nc(N3CCC(C)CC3)c3ccccc3n2)c1O
  4%[57.1 µM], -15, -0.2, 7%, -18%, 1, 10%, 0%[57.1 µM], -0.4
9) COC(=O)c1sc(C(F)(F)F)c(-c2ccccc2)c1S(=O)(=O)NC(C)(C)C
  -13%, -4, 1.7, ?, -5%, -7, 9%, -18%, 0.2
10) O=C(Nc1ccc(C(F)(F)F)cc1)c1cccc(-n2cnnn2)c1
  23%, ·, 4.9, -1%, -11%, -4, 10%, -3%, ·
11) Cc1ccc(C)c(CN2C(=O)c3ccccc3S(=O)(=O)c3ccc(C(=O)NCCCN4CCCC(C)C4)cc32)c1 (stereo unspecified)
  12%, ·, 0.9, 8%, -14%, 4, ·, 2%, -0.3
12) COc1cc(CNCc2ccc(Br)cc2)cc(OC)c1
  12%, -12, 0.1, -1%, -5%, 14, -1%, 4%, 0.9
13) CCNC(=S)NNC(=O)c1ccc(S(=O)(=O)NCc2ccco2)cc1
  ?, ·, ·, -5%, -2%, ·, -5%, -6%, ·
14) Cc1ccc(C(=O)NCCSc2ccc(Cl)cc2)cc1S(=O)(=O)Nc1ccccc1
  1%, ·, 1.0, -2%, ?, -12, 0%, 5%, ·
15) O=C(N[C@@H](Cc1ccccc1)C(=O)N1CCN(S(=O)(=O)c2ccccc2F)CC1)c1ccco1
  4%, ·, ·, -4%, -8%, ·, 0%, 8%[57.1 µM], ·
16) COCCn1c(SCc2csc(-c3ccccc3)n2)nc2ccccc21
  11%[57.1 µM], 4, 1.8, 4%, -22%, -3, 4%, -3%, 1.6
17) COCCNC(=O)Cn1c(=O)n(Cc2ccc(C(=O)NCc3ccco3)cc2)c(=O)c2ccccc21
  -2%, -6, 0.9, ·, -6%, 1, -2%, 2%, 0.7
18) COCCNC(=O)c1cc(S(=O)(=O)N2CCCCC2)ccc1N1CCOCC1
  -17%, -13, 0.1, -2%, -2%, -11, 4%, -7%, 0.8
19) COc1cccc(CN(Cc2cccnc2)S(=O)(=O)c2ccc(-n3cnnn3)c(C)c2)c1OC
  15%, -29, 0.3, -3%, -30%, -8, 2%, -1%, 0.1
20) Cc1nn(CC(=O)NCc2ccccc2Cl)c(=O)c2nn(-c3ccccc3)c(C)c12
  5%, ·, -0.5, 34%[activator], -13%, 4, 13%, 1%, 0.0
21) O=C(COc1ccc2ccccc2c1Br)Nc1ccncc1
  6%, 9, -0.1, 7%, -15%, -1, -3%, 3%, -0.2
22) COc1ccc(NC(=O)CN(C)CC(=O)N2CCCCCC2)cc1
  14%, -4, -2.0, 2%, 5%, 2, -3%, 4%, -1.0
23) O=S(=O)(Nc1cccc(-c2cn3cccnc3n2)c1)c1ccccc1
  ?, 7, 0.0, 1%, -5%, 8, 1%, 258%[activator], 1.1
24) O=C(O)CC1c2ccccc2CCN1S(=O)(=O)c1cccs1 (stereo unspecified)
  24%[57.1 µM], ·, ·, -8%, -11%, ·, 5%, 10%[57.1 µM], ·
25) Cc1ccc(CC(NC(=O)c2ccccc2)C(=O)N2CCCC2C(=O)O)cc1 (stereo unspecified)
  22%, 13, 1.2, -22%, -13%, 10, 2%, 9%, 0.1
26) Cc1ccc(C(=O)N(CC(=O)NC2CCCC2)c2cccc(F)c2)s1
  1%[57.1 µM], 7, 0.5, 11%, 2%, -4, -3%, 3%[57.1 µM], 0.3
27) CCOC(=O)c1csc(CCNC(=O)c2oc3c(Cl)cc(C)cc3c2C)n1
  12%, 1, -0.7, -4%, -12%, 7, -3%, -3%, -0.2
28) CCOc1ccc(NC(=O)C2CCCN(S(=O)(=O)c3c(C)noc3C)C2)cc1 (stereo unspecified)
  16%, -2, 0.3, -5%, -11%, -2, -10%, 0%, -0.1
29) O=C(COc1ccc([N+](=O)[O-])cc1)NCCC1=CCCCC1
  5%, -8, -1.0, 0%, -21%, -1, 3%, -3%, -0.9
30) Cn1c(=O)n(Cc2ccccc2Br)c2ccccc21
  16%[57.1 µM], -14, -0.5, -2%, -8%, 3, 10%, 4%[57.1 µM], -0.4
31) CCN(c1ccccc1)S(=O)(=O)c1nnc(NC(=O)C(C)C)s1
  33%, -6, -0.1, -4%, -10%, -4, 16%, 8%, 1.0
32) Cc1ccc(NC(=O)c2sc(Cl)nc2-c2ccccc2)cc1C
  16%, -28, 0.3, 13%, -22%, 5, -3%, 8%, -0.4
33) CCOC(=O)c1c(C)[nH]c(C)c1C(=O)COC(=O)/C=C/c1ccccc1[N+](=O)[O-]
  26%, ·, ·, 2%, -13%, ·, 3%, -2%, ·
34) Cc1cccc(C)c1NC(=O)C(Cl)C(=O)c1ccccc1 (stereo unspecified)
  6%, 0, 0.2, 4%, -21%, -3, -1%, 1%, 0.3
35) O=C(Nc1cccc(-c2nc3ncccc3o2)c1)c1ccccc1
  2%, 4, -0.4, 1%, -14%, -24, -1%, -2%, 1.0
36) CCCCOC(=O)Cn1nnc2sc(-c3ccccc3)cc2c1=O
  -5%, ·, 1.0, 24%, -25%, -1, ·, 9%, -0.4
37) CN1CCN(/N=C/c2ccc(N(C)c3ccccc3)cc2)CC1
  19%[57.1 µM], -5, 1.0, -2%, -5%, -3, 5%, -9%[57.1 µM], 1.5
38) Cc1cc2c(=O)n(CC(=O)NCC(=O)Nc3ccc(C(C)C)cc3)cnc2s1
  23%, -7, 0.6, 7%, -2%, -3, -5%, -3%, 0.6
39) Cc1cc(=O)[nH]c2c(N=Nc3ccc(O)cc3)c(N)nn12
  -11%, 15, -0.9, ?, -19%, 7, 9%, -16%, 0.6
40) COc1ccc(-c2oc3ccc(N4CCOCC4)cc3c2/C=C/c2ccc(OC)c(OC)c2)cc1
  -10%[57.1 µM], -19, -0.1, 4%, -15%, -6, -12%, 23%[57.1 µM], 1.0

Individual results from the list.
Under Pin1 inh, CCCCOC(=O)Cn1nnc2sc(-c3ccccc3)cc2c1=O reads 24%
Under TRHR enhancer, Cc1cccc(C)c1NC(=O)C(Cl)C(=O)c1ccccc1 (stereo unspecified) reads -3

(more compounds)
Each structure is followed by: rTrxR1 inhibitor, D2 antag, TRHR ag, Pin1 inh, USP1 inh, TRHR enhancer, IDH1 R132H inh, TrxR1 substrate, D2 agonist
41) COc1ccc(NC(=O)CCCC(=O)c2ccccc2)cc1
  17%, -22, -0.1, 1%, -19%, 1, 18%, 3%, 1.4
42) COc1ccc(CNC(=O)Cn2nc([N+](=O)[O-])c(Br)c2C)cc1OC
  17%, 4, -1.3, ?, -21%, -1, -4%, 1%, 0.5
43) Cc1ccnc(NC(=S)NC(=O)/C=C/c2ccc(Cl)cc2)c1
  12%, ·, 0.9, 3%, -16%, -6, 7%, -1%, ·
44) COc1ccc(CN2CCN(C3CCSCC3)CC2CCO)c(C)c1C (stereo unspecified)
  ?, ·, 0.4, -3%, -10%, -1, 0%, 3%, ·
45) CCC(CC)NC(=O)COC(=O)c1cc(SC)ccc1Cl
  23%[57.1 µM], 6, -0.6, 2%, -14%, -2, 2%, 4%[57.1 µM], -1.0
46) Cc1ccc(C(=O)NCCc2n[nH]c(=S)n2C)cc1
  -12%, 6, 0.1, 2%, -4%, 5, 0%, -1%, 0.8
47) C=C1c2ccccc2NC(=O)N1c1ccc(C)cc1
  7%[57.1 µM], 7, -0.5, 0%, 2%, -1, -4%, 11%[57.1 µM], 0.3
48) CSCCC(NC(=O)c1ccco1)C(=O)N(C)CC(=O)Nc1c(Cl)cccc1Cl (stereo unspecified)
  -11%, 0, 0.3, 4%, -4%, -1, 0%, -10%, -0.2
49) COc1ccccc1NC(=O)CNS(=O)(=O)c1ccccc1
  1%, 5, -0.1, -9%, -9%, -3, -2%, 7%[57.1 µM], -0.7
50) Cc1cc(Br)ccc1OCCNCc1ccccc1
  -7%[57.1 µM], 2, 0.2, -9%, -7%, 6, 5%, -4%[57.1 µM], 0.4
51) O=C(CSc1ccc(-c2ccccc2)nn1)Nc1ccc2c(c1)OCCO2
  -7%, 32*, -1.1, -5%, -2%, -2, 6%, -10%, 1.0
52) CCN1CCN(C(=O)CN(c2ccc(F)cc2)S(=O)(=O)c2ccc(OC)c(OC)c2)CC1
  11%, 16, 0.6, -7%, -15%, 3, 4%, 2%, 0.7
53) Cc1nc2cc(C(=O)N3CCc4ccccc43)ccc2n1-c1ccc(F)c(F)c1
  -4%, -5, -0.5, -1%, -14%, -3, -1%, -9%, -0.3

Screens as filed in PubChem BioAssay.
